Source: PubChem (National Center for Advancing Translational Sciences (NCATS))
3T3 cytotox: Cytotoxic Profiling in NIH 3T3 Cell Line of Diverse Libraries Using Quantitative High-Throughput Screening | 4.3% of 94,000 active | NIH 3T3 viability, CellTiter-Glo ATP luminescence, 48-72 h | Potency, µM (doses to about 96.7 µM), for inactives: top-dose activity change, negative = cytotoxicity, most hits filed as inhibitors; further: potency means the concentration at half of the fitted maximal effect; nearly all actives have a fitted effect of over 55% in size
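Cytotoxicity is measured as loss of cellular ATP: NIH 3T3 cells (400/well) are exposed to compound for 48 or 72 hr at 37 °C, then CellTiter-Glo luminescence is imaged after 10 min at room temperature.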
HEK293 tox: Cytotoxic Profiling in HEK 293 Cell Line of Diverse Libraries Using Quantitative High-Throughput Screening. HEK 293 viability, ATP luminescence (CellTiter-Glo), 48-72 h. Potency, µM (series often up to 115 µM), for inactives: at the top dose activity change, negative = cytotoxicity, hits mostly inhibitors. 6.6% of 94,000 active. AID 1345083, 2018; further: potency means the concentration at half of the fitted maximal effect; nearly all actives have a fitted effect of over 60% in size
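qHTS cytotoxicity; HEK 293, 250 cells/well; compound pinned; 48 or 72 hr, 37 degree Celsius, 5% CO2, 95% humidity; CellTiter-Glo, 10 min RT; luminescence (ATP).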
FLuc inh: Firefly luciferase inhibition profiling of diverse chemical library using quantitative high-throughput screening. Luciferin 4-monooxygenase (Photinus pyralis), P08659. purified P. pyralis luciferase, luminescence, biochemical. Potency, µM (doses to about 115 µM), for inactives: at the top dose activity change, negative = inhibition, actives largely listed as inhibitors. 2.5% of 76,000 active; further: potency means the concentration at half of the fitted maximal effect; nearly all actives have a fitted effect of over 65% in size
Target sequence (P08659 whole entry, looked up): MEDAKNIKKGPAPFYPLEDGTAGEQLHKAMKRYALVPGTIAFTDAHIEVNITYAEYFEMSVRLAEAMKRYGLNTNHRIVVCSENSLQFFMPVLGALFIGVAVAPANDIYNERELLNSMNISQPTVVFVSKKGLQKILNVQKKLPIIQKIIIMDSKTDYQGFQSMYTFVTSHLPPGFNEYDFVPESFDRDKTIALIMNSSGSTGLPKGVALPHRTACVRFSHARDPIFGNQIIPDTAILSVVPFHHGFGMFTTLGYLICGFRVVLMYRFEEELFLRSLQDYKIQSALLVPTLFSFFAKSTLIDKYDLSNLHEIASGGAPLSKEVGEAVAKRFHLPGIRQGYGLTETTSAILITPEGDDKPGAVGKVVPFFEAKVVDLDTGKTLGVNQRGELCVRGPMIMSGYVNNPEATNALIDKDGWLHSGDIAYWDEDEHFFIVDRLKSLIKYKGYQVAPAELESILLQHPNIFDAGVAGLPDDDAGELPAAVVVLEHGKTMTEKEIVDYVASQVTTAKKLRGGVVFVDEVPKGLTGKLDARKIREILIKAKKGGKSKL
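Purified P. pyralis luciferase (10nM final) in 50mM Tris acetate pH 7.5, 10mM Mg acetate, 0.01% Tween-20, 0.05% BSA with 10uM D-luciferin and 10uM ATP. Compounds titrated qHTS. Luminescence imaged on CCD.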
IP6K1 inh: Primary qHTS assay for small molecule inhibitors of Inositol hexaphosphate kinase 1 (IP6K1); Inositol hexakisphosphate kinase 1 (Homo sapiens), Q92551; IP6K1 kinase, ADP-Glo luminescence, 2 h; hits give low values; 0.81% of 140,000 active; activity change, % (series mostly up to about 58 µM); AID 1645851, 2021; in the data active means activity change below about -25%
Target sequence (Q92551 whole entry, looked up): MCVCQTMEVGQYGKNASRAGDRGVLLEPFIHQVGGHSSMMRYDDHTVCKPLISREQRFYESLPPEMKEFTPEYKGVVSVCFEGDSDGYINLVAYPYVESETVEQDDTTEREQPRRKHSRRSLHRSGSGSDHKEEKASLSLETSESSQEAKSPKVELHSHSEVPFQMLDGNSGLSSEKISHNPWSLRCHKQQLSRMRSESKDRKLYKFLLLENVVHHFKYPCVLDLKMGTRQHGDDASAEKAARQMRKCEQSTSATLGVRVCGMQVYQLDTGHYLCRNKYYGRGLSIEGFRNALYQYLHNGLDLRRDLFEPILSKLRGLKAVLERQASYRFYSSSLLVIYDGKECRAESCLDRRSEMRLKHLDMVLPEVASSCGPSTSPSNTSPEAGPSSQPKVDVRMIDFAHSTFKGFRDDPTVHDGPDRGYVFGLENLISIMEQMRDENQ
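ADP-Glo luminescence measures ADP made by human IP6K1 during a 2 h RT reaction with ATP/IP6 (mix at 1.3 mM/130 uM); top library doses 57.5 and 19.1 uM final.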
HEK293 viab: GF-AFC viability counterscreen for inhibitors of alpha-synuclein gene (SNCA) expression. HEK-293-SNCA-luc viability, GF-AFC fluorescence, 24 h. Potency, µM (doses to about 57.1 µM), for the others: top-dose activity change, negative = cytotoxicity, hits mostly cytotoxic. 0.12% of 150,000 active. AID 1671193, 2021;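 further: potency means the concentration at half of the fitted maximal effect; 0% = DMSO-treated cells and -100% = medium-only wells without cells; nearly all actives have a fitted effect of over 30% in size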
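HEK-293-SNCA-luc cells (1500/well) plated 24 h, then exposed 24 h to a dilution series; GF-AFC added 30 min at 37C, fluorescence 405/540 nm; normalised to medium-only and DMSO wells, Hill fit.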
SNCA expr inhib: Primary qHTS assay for inhibitors of alpha-synuclein gene (SNCA) expression. HEK-293 SNCA-luciferase knock-in, luminescence, 24 h. Potency, µM (doses to about 57.2 µM), without a hit: top-dose activity change, negative = inhibition, most hits filed as inhibitors. 0.17% of 140,000 active;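 further: potency means the concentration at half of the fitted maximal effect; plate controls were DMSO cells for no effect and cell-free wells for full effect; nearly all actives have a fitted effect of over 45% in size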
GPT2 inhibitor: Primary qHTS assay for inhibitors of Glutamate pyruvate transaminase 2 (GPT2) | Alanine aminotransferase 2 (Homo sapiens), Q8TD30 | Potency, µM (doses to about 57.7 µM), without a hit: at the top dose activity change, negative = inhibition, hits mostly inhibitors | Recombinant GPT2, coupled pyruvate oxidase/HRP Amplex Red fluorescence | AID 1671188, 2021 | 0.25% of 100,000 active; further: potency means the concentration at half of the fitted maximal effect; nearly all actives have a fitted effect of over 60% in size; many of its hits are not listed in these tables
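Fluorescence read-out: pyruvate from GPT2 turnover coupled to pyruvate oxidase, HRP and Amplex Red (0.2mM ThPP, 0.2U/mL PO and HRP, 50uM Amplex final). Substrates 250uM a-KG, 2mM L-alanine; enzyme 10ng/uL; 30 min RT.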
* = called active by the depositor; i = inactive; ? = inconclusive; . = not tested or not shown; [ ] = remark or other dose. Unless noted, the call rests on the fitted dose curve; in most records, active means well fitted curve in the direction sought with a large enough effect; inconclusive means small, poorly fitted or top-dose-only effect, or another doubt; inactive means no such curve, though single readings can be large; an effect the other way counts as inactive or inconclusive. Unless noted, on the % scale 0 is the no-effect control and ±100 the full control effect. A portion of the library. The share of hits here may be higher or lower than overall.

molecule,3T3 cytotox,HEK293 tox,FLuc inh,IP6K1 inh,HEK293 viab,SNCA expr inhib,GPT2 inhibitor
Cc1cc(C(=O)N2CCCC(n3c(C)cnc3C3CC3)C2)n(C)n1 (stereo not drawn),-21%,-2%,-2%,21,5%,39%[activator],-2%
COc1ccc(NC(=O)C2=C(C)Nc3nc(CCCO)nn3C2c2ccc(O)cc2)cc1 (stereo not drawn),.,.,.,-8,6%,6%,.
CC[C@H]1CN(C(=O)c2ccnc(Cl)c2)CC[C@H]1CC(=O)NCc1ccccc1,-22%[174 µM],?,-3%[172 µM],-1,5%[87.6 µM],26%[87.6 µM],3%[88.5 µM]
CCCOCCCNC(=O)c1c(C)noc1-c1ccc(OC(F)(F)F)cc1,-16%,?,-2%,-8,3%,-15%,-19%
N#Cc1ccc(-c2nc(C(=O)NCC3CCCCC3)no2)cc1,-11%,-18%,-7%,-4,12%,6%,3%
CCC(C(=O)Nc1c(C)cc(C)cc1C)n1c(=O)c(-c2ccccc2NC(C)=O)nc2ccccc21 (stereo not drawn),.,.,.,-10,?,45%[activator],.
COc1ccc(C(=O)N2CCN3C(=O)N(Cc4ccc(C)cc4)C[C@H]3C2)cc1,-26%[138 µM],?,-4%[172 µM],-2,5%[87.6 µM],-3%[87.6 µM],3%[88.5 µM]
CCOC(=O)c1ccc(NC(=O)N2Cc3[nH]cnc3C[C@H]2c2nc(-c3ccc(Cl)cc3)no2)cc1,?,?,-16%,11,-19%,-2%,2%
O=C(c1cc[nH]c(=O)c1)N1CCCn2ccnc2C1c1ccccc1 (stereo not drawn),5%,i,-6%,5,-9%,2%,?
CCCCN1C(=O)c2ccccc2C(C(=O)Nc2cccc(NC(C)=O)c2)C12CCCC2 (stereo not drawn),-30%,?,-10%,30,2%,-1%,i
COC[C@@H]1[C@H](C(=O)O)CCC(=O)N1C,-14%,3%,-3%,6,0%,-1%,i
O=C1Cc2c(-c3ccccc3Oc3ccccc3)n[nH]c2CN1Cc1ccccc1,?,?,-24%[172 µM],-2,-7%[87.6 µM],7%[87.6 µM],0%[88.5 µM]
Fc1ccc(-c2cnc([C@@H]3COCCN3Cc3c[nH]c4ccccc34)[nH]2)c(F)c1,?,79µM*,0%[172 µM],8,-17%[87.6 µM],?,-24%[88.5 µM]
Cc1cc(C)cc(NC(=O)N2CCN3CCCCC3C2)c1 (stereo not drawn),.,.,.,30,3%,16%,.
CCOc1ccccc1C(=O)NCc1nnc2c(-c3nc(C(C)C)no3)cccn12,i,i,-1%,5,10%,6%,-14%
CCOc1ccc(C2CC(=O)NC(NC(=O)c3ccc(C)cc3)=N2)cc1 (stereo not drawn),.,.,.,0,2%,0%,.
COCCN1C(=O)c2ccccc2C(C(=O)NCC(C)C)C12CCCC2 (stereo not drawn),-10%,-14%,-9%,7,5%,3%,i
COc1ccccc1OCCn1c(COc2cc(C)ccc2C)nc2ccccc21,.,.,.,1,2%,68%[activator],.
COc1cccc([S+](=O)([O-])N2CCn3c(nn(-c4cccc(Cl)c4)c3=O)C2)c1,?,?,.,-2,3%,2%,4%
COc1ccccc1CCN1CCC(CN(C)C(=O)CCc2ccccc2Cl)CC1,?,?,-3%,2,-27%,-28%,i
COc1cccc(CNC(=O)[C@@H]2C[C@@H](O)CN2C2CCN(C(=O)c3cccnc3)CC2)c1,-6%,i,-3%,1,-5%,-4%,i
CCC(=O)N1CCc2cc(Br)cc(S(=O)(=O)N3CCCC(C(=O)Nc4ccc(C(C)C)cc4)C3)c21 (stereo not drawn),.,.,.,9,6%,-2%,.
COc1ccc(C(=O)Nc2ccc(-c3noc([C@@H]4CCCN4Cc4ccc(F)cc4)n3)cn2)cc1,?,?,2%,3,-21%,-15%,1%
CS(=O)(=O)N1CCCC(c2nc(CCOc3ccc(F)cc3)no2)C1 (stereo not drawn),-28%,-28%,-27%,-5,-2%,70%[activator],i
CC(C)C(=O)Nc1ccc(C2(C(=O)N3CCCC3)CCCCC2)cc1,2%,-12%,3%,18,-6%,-8%,i
COc1cccc(N2C(=O)NC(=NC3CCCCC3)C23CCN(Cc2cccn2C)CC3)c1,-1%,1%,.,-5,2%,17%,-8%
O=C(c1ccc(F)c(F)c1)N1CC(c2nnc(-c3ccncc3)o2)C2(CCOCC2)C1 (stereo not drawn),4%,1%,0%,2,-7%,16%,i
Cc1nc(-c2cn(C3CCCN(C(=O)c4cccc(OC(F)(F)F)c4)C3)nn2)no1 (stereo not drawn),-13%,9%,-16%,7,1%,1%,i
O=C(c1ccc(C(F)(F)F)cc1)N1CCC2(CC1)C(=NC1CCCC1)NC(=O)N2c1cccnc1,35µM*,i,.,7,-3%,0%,i
COc1cccc(NC(=O)[C@@H]2C[C@@H](c3ccc(F)cc3)N(CCOc3ccccc3)C2)c1,?,40µM*,-4%[172 µM],7,?,?,-15%[88.5 µM]

Exported with two lines to a compound: 9 of the compounds above.
Every second line gives: 3T3 cytotox, HEK293 tox, FLuc inh, IP6K1 inh, HEK293 viab, SNCA expr inhib, GPT2 inhibitor
> CCC(=O)N1CCc2cc(Br)cc(S(=O)(=O)N3CCCC(C(=O)Nc4ccc(C(C)C)cc4)C3)c21 (stereo not drawn)
→ ., ., ., 9, 6%, -2%, .
> COc1ccc(C(=O)Nc2ccc(-c3noc([C@@H]4CCCN4Cc4ccc(F)cc4)n3)cn2)cc1
→ ?, ?, 2%, 3, -21%, -15%, 1%
> CS(=O)(=O)N1CCCC(c2nc(CCOc3ccc(F)cc3)no2)C1 (stereo not drawn)
→ -28%, -28%, -27%, -5, -2%, 70%[activator], i
> CC(C)C(=O)Nc1ccc(C2(C(=O)N3CCCC3)CCCCC2)cc1
→ 2%, -12%, 3%, 18, -6%, -8%, i
> COc1cccc(N2C(=O)NC(=NC3CCCCC3)C23CCN(Cc2cccn2C)CC3)c1
→ -1%, 1%, ., -5, 2%, 17%, -8%
> O=C(c1ccc(F)c(F)c1)N1CC(c2nnc(-c3ccncc3)o2)C2(CCOCC2)C1 (stereo not drawn)
→ 4%, 1%, 0%, 2, -7%, 16%, i
> Cc1nc(-c2cn(C3CCCN(C(=O)c4cccc(OC(F)(F)F)c4)C3)nn2)no1 (stereo not drawn)
→ -13%, 9%, -16%, 7, 1%, 1%, i
> O=C(c1ccc(C(F)(F)F)cc1)N1CCC2(CC1)C(=NC1CCCC1)NC(=O)N2c1cccnc1
→ 35µM*, i, ., 7, -3%, 0%, i
> COc1cccc(NC(=O)[C@@H]2C[C@@H](c3ccc(F)cc3)N(CCOc3ccccc3)C2)c1
→ ?, 40µM*, -4%[172 µM], 7, ?, ?, -15%[88.5 µM]

Following part
molecule,3T3 cytotox,HEK293 tox,FLuc inh,IP6K1 inh,HEK293 viab,SNCA expr inhib,GPT2 inhibitor
COc1ccccc1N1CCN(C2CCCN(Cc3nc(C(N)=O)no3)C2)CC1 (stereo not drawn),-23%,-13%,0%,5,-1%,3%,-19%
COCCN1C(=O)c2cccn2CC1CNC(=O)c1cc(-c2ccc(F)cc2)n[nH]1 (stereo not drawn),-29%,-24%,.,7,-18%,-28%,i
CC(Oc1cccc(Cl)c1)C(=O)N1CCN(c2cc(-c3cccs3)[nH]n2)CC1 (stereo not drawn),?,35µM*,4%,9,-16%,?,-7%
Cc1cc(C)cc(N(C)S(=O)(=O)c2nnc(NC(=O)COc3ccc(C)c(C)c3)s2)c1,.,.,.,-3,8%,6%,.
CC(C)C(=O)OCc1cc(=O)n2nc(C3CCCCC3)sc2n1,.,.,.,18,14%,27%,.
CCCCc1nn(CC(=O)NCc2noc(C3CCCO3)n2)c(=O)n1CC (stereo not drawn),-1%,4%,0%,1,-11%,-28%,i
C=C(C(=O)O)C1CCC2(C)CCC(O)C(=C)C2C1 (stereo not drawn),.,.,.,14,-6%,.,?
CN1CC(=O)N(c2ccccc2F)Cc2c(NCCc3ccc(F)cc3)ncnc21,?,?,5%,-2,2%,-13%,i
Cc1ccc(CNC(=O)N2CCCC(c3nn[nH]n3)C2)cc1 (stereo not drawn),i,i,8%,-10,6%,-9%,1%
O=C1NC2(Cc3ccccc31)CN(CC1CCOCC1)C2,0%[138 µM],0%[172 µM],.,20,-2%[87.6 µM],3%[87.6 µM],i
COc1ccc(Nc2ccnc(N3CCC(NC(=O)Cc4ccc(C(F)(F)F)cc4)CC3)n2)cc1,?,?,.,-4,1%[12.5 µM],?,?
Cn1cccc1CNC(=O)C1c2ccccc2C(=O)N(C2CCCCC2)C12CCCC2 (stereo not drawn),?,?,11%,3,-11%,-25%,3%
CCOc1ccc(CCNC(=O)c2[nH]c3cc(OC)ccc3c2Sc2ccccc2)cc1OCC,.,.,.,25,4%,-4%,.
CCCC1=Nc2cc(C(=O)NCc3ccccc3)ccc2Sc2ccccc21,.,.,.,15,-7%,3%,.
Cc1ccc(NC(=O)c2cnn(-c3ccc(C)c(C)c3)c2C2CCN(C(=O)OC(C)(C)C)CC2)c(C)c1,.,.,.,-4,6%,13%,.
CC(C)Sc1ncc(Cl)c(C(=O)Nc2ccc(S(=O)(=O)N(C)c3ccccc3)cc2)n1,.,.,.,-11,0%,-9%,.
CCCC(C(=O)O)c1c(C)nc2ccc(Cl)cc2c1-c1ccccc1 (stereo not drawn),.,.,.,-8,7%,.,i
CCCCNC(=O)C1c2ccccc2C(=O)N(CCOC)C12CCCCC2 (stereo not drawn),-19%,?,3%,22,-2%,26%,-3%
c1coc(CNC2(Cc3cc(CN4CCOCC4)on3)COC2)c1,i,-5%[172 µM],0%[172 µM],4,5%[87.6 µM],-10%[87.6 µM],-8%[88.5 µM]
O=C(Nc1ccc(F)c(F)c1)c1ccc(Cn2ccn3nc4c(c3c2=O)CCCC4)cc1,?,?,-20%,-1,-22%,-10%,i
O=C(NC[C@H]1O[C@@H](CO)[C@@H](O)[C@H]1N1CCN(c2cccc(C(F)(F)F)c2)CC1)c1cccs1,?,?,-6%,-12,3%,-10%,i
